# TLR4-MyD88 BLA: blocks binding of human TLR4 to MyD88. hit rate 0.18% among 200,000. HeLa CL3-4 TLR4/MyD88 BLA complementation, FRET ratio. inhibition, % at 8.4 µM. AID 861. O00206+Q99836; in the data active = inhibition above about 25%;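 also: 0% = vehicle and 100% = reference inhibitor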
# PMI act satM6P: PMI (human) activation, high substrate | activation factor at 20 µM | coupled PMI enzyme assay, resazurin fluorescence, 20 min; stronger effect = higher value; 1 = untreated enzyme, 0 = substrate-free blank | hit rate 0.34% among 190,000 | P34949 | AID 1216;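 active = activation factor of 2 or more at 20 µM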
# Target sequence (P34949 whole entry, looked up): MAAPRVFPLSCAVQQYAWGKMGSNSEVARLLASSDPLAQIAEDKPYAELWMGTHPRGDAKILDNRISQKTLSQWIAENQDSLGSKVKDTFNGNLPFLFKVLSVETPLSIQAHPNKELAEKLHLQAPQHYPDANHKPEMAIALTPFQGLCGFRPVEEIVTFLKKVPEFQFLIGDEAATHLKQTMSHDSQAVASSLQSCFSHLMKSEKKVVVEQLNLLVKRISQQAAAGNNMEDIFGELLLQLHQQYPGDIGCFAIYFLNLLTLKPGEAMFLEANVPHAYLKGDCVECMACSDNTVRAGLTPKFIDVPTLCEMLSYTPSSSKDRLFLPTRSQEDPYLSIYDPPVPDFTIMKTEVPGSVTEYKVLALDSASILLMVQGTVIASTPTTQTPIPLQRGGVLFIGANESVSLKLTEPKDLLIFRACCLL
#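 Test system: human PMI in coupled enzyme assay; Input: PMI at 15 ng/mL final; Medium: HEPES buffer, pH 7.4; Schedule: 20 min incubation at room temperature; Technique: resorufin fluorescence at Ex 544/Em 590 nm; Compound: 20 µM single dose; Probe or stimulus: Near-saturating mannose-6-phosphate, 1.0 mM.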
# Diaphorase inh: diaphorase inhibition or chemical oxidation counter-screen; AID 1217; inhibition, % at 20 µM; hit rate 0.69% among 190,000; diaphorase resazurin-to-resorufin fluorescence, NADH, 16 min; bacterial (C. kluyveri) enzyme, not human;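 active = primary screen inhibition at 20 µM above a set limit, cut at about 50% in these data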;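 also: plate controls were DMSO with full reaction for no effect and wells lacking NADH for full effect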
#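 Benchmarks: positive control wells lacking NADH, neutral wells with DMSO only. System: bacterial diaphorase enzyme (C. kluyveri). Input: 0.14 U/mL diaphorase, enzyme working solution. Detection: resorufin fluorescence, excitation 544 nm, emission 590 nm. Times: 16-min room-temperature incubation before reading.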
# S1P3 antagonist: antagonists of human S1P3 receptor; Q99500; CHO S1P3 NFAT-BLA reporter, FRET fluorescence, antagonist mode; inhibition, % at 4.98 µM; hit rate 0.27% among 170,000;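 active = inhibition above the plate cutoff, the mean inhibition of test wells on that plate plus 3 SD, cut at about 28% in these data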;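 also: cells challenged with S1P at its EC80 of 0.8 µM; blue over green emission ratio from cleaved BLA substrate after 4 h stimulation; 0% = S1P-stimulated wells and 100% = unstimulated DMSO-only wells; some compounds past the cut are filed as inactive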
# Target sequence (Q99500 whole entry, looked up): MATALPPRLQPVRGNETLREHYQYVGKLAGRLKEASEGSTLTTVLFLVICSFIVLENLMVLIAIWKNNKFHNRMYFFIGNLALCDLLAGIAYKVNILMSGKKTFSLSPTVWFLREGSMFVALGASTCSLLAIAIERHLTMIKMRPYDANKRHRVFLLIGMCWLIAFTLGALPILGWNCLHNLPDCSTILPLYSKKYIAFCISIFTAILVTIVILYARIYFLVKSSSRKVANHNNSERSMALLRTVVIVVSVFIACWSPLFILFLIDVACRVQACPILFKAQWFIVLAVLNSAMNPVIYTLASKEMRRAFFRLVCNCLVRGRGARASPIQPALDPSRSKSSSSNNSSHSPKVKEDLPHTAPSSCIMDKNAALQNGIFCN
# RAM inhibit: yeast RAM network inhibition. S. cerevisiae dse1pr::URA3 reporter, 5-FOA growth OD615, 2 d; analog-sensitive cbk1-as2 kinase mutant strain. inhibition, % at 50 µM. AID 868. hit rate 1.8% among 190,000;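 active = inhibition above a set limit, 3 SD over mean compound inhibition, cut at about 8.4% in these data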;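 also: 0% = DMSO-only wells with no growth and 100% = 10 µM 1-NA-PP1 full growth; inhibition rescues growth on 5-FOA so higher OD means more RAM inhibition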
# Diaphorase act: counter-screen for diaphorase-based assays: diaphorase activators and chemical reducers; Diaphorase/resazurin coupled assay, resorufin fluorescence, 16 min; stronger effect = higher value; 1 = vehicle wells, 0 = NADH-free wells; activation factor at 20 µM; hit rate 0.005% among 190,000;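 active = diaphorase activity raised at least twofold by the compound at 20 µM; inactive = activation factor below 2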
#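 Measured by – red resorufin fluorescence at 544/590 nm excitation/emission · Test system – Clostridium kluyveri diaphorase, purified enzyme · Incubation – reaction time 16 min, room temperature · Buffer or medium – 50 mM HEPES pH 7.4 with 4.542 mM MgCl2, 0.005% Tween 20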
# PMI act: activators of human phosphomannose isomerase | activation factor at 20 µM | P34949 | hit rate 0.005% among 190,000 | purified human PMI, coupled resazurin fluorescence, 20 min; stronger effect = higher value; 1 = vehicle control, 0 substrate-free wells;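 active = activation factor of 2 or more at 20 µM, relative to plate controls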
# Lmaj promast: inhibitors of Leishmania major promastigote growth | Leishmania major promastigotes, resazurin fluorescence viability | inhibition, % at 10 µM | hit rate 9% among 200,000 | AID 1063;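 also: promastigotes grown with compound for 44 hours at 28 °C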
# Hsp70 activator: switches on Hsp70 transcription; HeLa Hsp70 promoter luciferase reporter, luminescence; scaled: vehicle 0, proteasome-inhibitor control 100%; hit rate 0.04% among 200,000; activation, % at 10 µM;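 active = activation above the mean across all tested compounds plus 3 SD, cutoff set per campaign, cut at about 5.5% in these data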;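 also: 100% = MG132 at 30 µM as the positive control and 0% = DMSO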
# G6PDH counter: counter-screen for G6PDH assay hits: L. mesenteroides G6PDH inhibition; inhibition, % at 5 µM; Purified L. mesenteroides G6PDH, diaphorase/resazurin coupled fluorescence, 45 min; hit rate 0.12% among 200,000
# Redox H2O2 prof: compounds producing H2O2 with reducing agent – biochemical, NIH compound library profiling, artefact control for MLSCN library redox annotation, primary screen; DTT-dependent redox cycling H2O2, phenol red/HRP absorbance; 100% = 100 µM peroxide control, 0% = buffer; activation, % at 10 µM; hit rate 0.03% among 200,000; AID 878;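 active = activation of at least 50% relative to the plate's high and low controls in the primary single-dose screen; inactive = activation below 50%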;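 also: compound incubated with DTT at 0.8 mM final as the reducing agent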
# Active calls of the source: *; . = not tested or not shown. Rule as the data show it, unless noted: active = inhibition above about 50%; inactive = the rest. A portion of the library; count on the stated rates, not on these rows.
# Every second line gives: TLR4-MyD88 BLA	PMI act satM6P	Diaphorase inh	S1P3 antagonist	RAM inhibit	Diaphorase act	PMI act	Lmaj promast	Hsp70 activator	G6PDH counter	Redox H2O2 prof
- Cc1ccc(NP(=O)(Nc2ccc(C)cc2)Oc2ccccc2)cc1
 : -0.9	0.8	26.9	-4.8	1.6	0.7	0.8	17.1	-0.1	-4.5	-1.8
- O=c1c2ccccc2nc(/C=C/c2ccc3c(c2)OCO3)n1-c1ccccc1
 : 0.3	1	17.7	0.8	6.1	0.8	1	10.8	0.0	-11.5	0.4
- COC(=O)C1C2c3ccccc3C(c3ccccc32)C1C(=O)OC (configuration not stated)
 : -13.0	1.1	0.8	0.7	4.6	1	1.1	-3.3	-0.1	1.7	-0.4
- Clc1ccccc1CN1CCN(c2ccccc2)CC1
 : -8.4	1	13.9	.	0.1	0.9	1	-7.1	-0.4	-2.8	-0.2
- CN1CCN(C(=O)COc2ccc3ccccc3c2Br)CC1
 : -3.6	0.9	15.0	-16.8	2.4	0.8	1	-1.6	-0.4	4.1	0.1
- O=c1cccc2n1CC1CC2CN(S(=O)(=O)c2ccc(F)cc2)C1 (configuration not stated)
 : 5.7	0.9	15.0	-6.9	1.4	0.8	0.9	-4.7	-0.1	7.6	-0.5
- Cc1c(C(=O)N2CCC3(CC2)OCCO3)sc2ncnc(N3CCN(c4ccccn4)CC3)c12
 : 12.9	0.9	15.1	-7.8	-0.8	0.8	0.9	-5.9	0.2	-22.6	-1.4
- CC(=NCCCN1CCOCC1)c1c(O)[nH]c(=O)[nH]c1=O
 : -3.5	1	6.8	-41.3	-0.4	0.9	1	3.4	-0.2	-2.6	-0.2
- Cc1ccc2occ(CN3CC4CC(C3)c3cccc(=O)n3C4)c(=O)c2c1 (configuration not stated)
 : 2.2	1	8.4	8.4	2.4	0.9	0.9	-2.7	-0.2	7.7	0.2
- COc1nc(NC(C)C)nc(NC(C)C)n1
 : -1.5	1	8.9	.	2.9	0.9	1.1	3.2	-0.1	-1.1	0.2
- C/C(=N\N1CCCCCC1)c1c(O)n(-c2ccc(C)cc2)c(=O)[nH]c1=O
 : -3.6	1.1	10.9	-9.9	1.0	0.9	1	18.3	0.2	4.7	-0.2
- c1cc2c(cc1CCNC1C3CC4CC(C3)CC1C4)OCO2 (configuration not stated)
 : 2.0	1.1	15.4	.	0.2	0.8	1.1	86.5*	-0.1	0.8	0.8
- CCCC(=O)Nc1ccc(N2CCN(CC)CC2)c(Cl)c1
 : 4.4	1	3.0	12.0	1.3	1	1	13.7	0.0	6.7	-1.1
- COc1ccccc1N(CC(=O)NC1CCCCC1)C(=O)c1cnn(C(C)C)c1
 : 7.0	0.9	13.3	6.3	1.9	0.9	0.9	13.3	0.0	7.2	0.4
- CCOC(=O)C1(CCc2ccccc2)CCN(Cc2ccco2)CC1
 : 4.0	1	-5.7	3.1	-0.4	1.1	1	9.0	-0.1	13.9	-0.3
- O=C(C1CCN(c2nc3ccc(Br)cc3s2)CC1)N1CCC2(CC1)OCCO2
 : -2.2	1	11.8	0.9	1.7	0.9	1	-0.4	0.0	0.7	2.1
- Cc1c(NC(=O)C(C)OC(=O)Cc2ccccc2)c(=O)n(-c2ccccc2)n1C (configuration not stated)
 : 8.9	1	8.4	.	0.5	0.9	0.9	-4.9	-0.1	-2.9	-0.2
- CN[C@@H]1C[C@@H](c2ccc(Cl)c(Cl)c2)c2ccccc21
 : .	1	72.5*	-10.3	.	0.3	0.9	.	-0.5	9.2	.
- CC(C)c1ccc(N2C(=O)NC(=O)/C(=C/C=C/c3ccco3)C2=O)cc1
 : 3.1	1.4	30.6	-3.9	2.4	0.7	1.3	94.1*	-0.3	2.6	0.2
- C=CC[N+]1(C)C2CCC1CC(O)C2 (configuration not stated)
 : -8.7	1.1	-6.3	-1.6	0.4	1.1	1.1	-5.3	-0.3	5.2	-1.1
- CCCNS(=O)(=O)c1ccc(OCC(=O)N2CCN(C)CC2)cc1
 : 2.6	0.9	15.8	.	0.6	0.8	0.9	-6.1	-0.2	3.8	-0.4
- Cc1ccc(C)c(NC(=O)CSc2nnc([C@@H](N)Cc3c[nH]c4ccccc34)o2)c1
 : .	0.9	22.1	-7.7	1.5	0.8	0.9	.	.	10.6	.
- O=P(Nc1cccnc1)(Oc1ccccc1)Oc1ccccc1
 : -0.2	0.8	16.0	4.7	0.8	0.8	0.9	93.2*	-0.3	14.6	0.2
- CCOc1ccccc1-n1c(O)c(C=NCc2ccc3c(c2)OCO3)c(=O)[nH]c1=O
 : 3.0	1	12.2	-35.8	1.5	0.9	1	1.2	-0.2	-3.4	-0.2
- CN(C)C(Cc1ccc(C#N)cc1)C(=O)c1ccccc1 (configuration not stated)
 : -4.6	0.9	8.3	-23.1	-0.6	0.9	0.9	3.9	-0.4	3.1	-0.1
- Cc1cccc(NP(C)(=O)c2nc3c(s2)CCCC3)c1 (configuration not stated)
 : 13.4	1	6.9	11.5	1.5	0.9	0.9	2.2	0.0	13.7	-0.1
- CC(=O)OC1N=C(c2ccccc2)c2ccccc2NC1=O (configuration not stated)
 : -2.4	0.9	10.0	.	0.3	0.9	0.9	24.1	-0.1	8.7	-3.9
- Cn1c(=O)c2c(ncn2CCCl)n(C)c1=O
 : -16.8	1	-0.4	-15.0	3.5	1	1	-2.9	-0.2	4.9	-1.1
- Cc1ccc(N)c(C(=O)c2ccccc2)c1
 : -6.2	1	10.7	.	-0.4	0.9	0.9	-4.8	0.3	6.4	5.6
- Cc1cc(NC(=O)CCl)no1
 : 2.5	1	10.8	-1.2	-1.4	0.9	1	39.2	0.2	1.2	-0.8
- Cc1ccccc1C(O)(Cc1ccccc1)C1CN2CCC1CC2 (configuration not stated)
 : 10.6	1.1	3.7	.	0.4	1	1.1	98.2*	-0.5	2.8	0.0
- Clc1ccc(CNC2CN3CCC2CC3)cc1 (configuration not stated)
 : -8.6	1	8.2	-9.9	-0.3	0.9	1.1	92.0*	0.3	1.2	-0.1
- O=C(Cc1cc(=O)[nH]c(=O)[nH]1)N1CCN(CCO)CC1
 : -12.4	1.1	14.4	-3.9	0.8	0.9	1	-9.0	-0.1	8.1	0.3
- N=C1c2ccccc2CN1c1ncccn1
 : 5.6	1	-5.4	-8.1	1.1	1.1	1	7.3	-0.1	3.2	-0.4
- CCc1cccc2c(C#N)cn(CC(=O)N3CCOCC3)c12
 : 5.5	1	5.1	-6.9	0.2	0.9	1	-5.2	-0.3	-2.4	2.7
- CC(C)n1c(=O)c(C=Nc2ccc(S(N)(=O)=O)cc2)c(O)n(Cc2ccco2)c1=O
 : 5.0	1.2	17.9	-7.8	1.9	0.8	1.2	-4.8	1.7	-4.5	-0.1
- COc1cccc(-c2nc(CS(=O)CC(=O)N3CCC4(CC3)OCCO4)c(C)o2)c1 (configuration not stated)
 : 2.7	1	10.1	-25.9	1.4	0.9	0.9	-3.2	0.0	4.2	1.4
- COc1ccccc1CCNCc1ccc(OC)c(OC)c1OC
 : 11.9	1.2	-22.8	0.6	1.6	1.2	1.1	12.7	-0.2	20.1	-0.4
- C[N+]1=C(/C=C/Nc2ccccc2)C(C)(C)c2ccccc21
 : -9.7	1.2	8.3	13.5	0.9	0.9	1.2	33.6	-0.3	21.3	0.7
- COc1ccc(OC)c(CN2CCN(C(=O)COc3cccc(C)c3)CC2)c1
 : -1.0	1	10.5	1.1	2.2	0.9	0.9	2.3	-0.2	6.1	-4.3

# Reformatted: 5 of the compounds above.
Compound | TLR4-MyD88 BLA | PMI act satM6P | Diaphorase inh | S1P3 antagonist | RAM inhibit | Diaphorase act | PMI act | Lmaj promast | Hsp70 activator | G6PDH counter | Redox H2O2 prof
CCOc1ccccc1-n1c(O)c(C=NCc2ccc3c(c2)OCO3)c(=O)[nH]c1=O | 3.0 | 1 | 12.2 | -35.8 | 1.5 | 0.9 | 1 | 1.2 | -0.2 | -3.4 | -0.2
Clc1ccccc1CN1CCN(c2ccccc2)CC1 | -8.4 | 1 | 13.9 | . | 0.1 | 0.9 | 1 | -7.1 | -0.4 | -2.8 | -0.2
O=C(C1CCN(c2nc3ccc(Br)cc3s2)CC1)N1CCC2(CC1)OCCO2 | -2.2 | 1 | 11.8 | 0.9 | 1.7 | 0.9 | 1 | -0.4 | 0.0 | 0.7 | 2.1
O=C(Cc1cc(=O)[nH]c(=O)[nH]1)N1CCN(CCO)CC1 | -12.4 | 1.1 | 14.4 | -3.9 | 0.8 | 0.9 | 1 | -9.0 | -0.1 | 8.1 | 0.3
COc1ccccc1CCNCc1ccc(OC)c(OC)c1OC | 11.9 | 1.2 | -22.8 | 0.6 | 1.6 | 1.2 | 1.1 | 12.7 | -0.2 | 20.1 | -0.4

# Other compounds.
# Every second line gives: TLR4-MyD88 BLA	PMI act satM6P	Diaphorase inh	S1P3 antagonist	RAM inhibit	Diaphorase act	PMI act	Lmaj promast	Hsp70 activator	G6PDH counter	Redox H2O2 prof
- CC(C)OC12Oc3ccccc3C=C1N1CCC2CC1 (configuration not stated)
 : 5.4	0.9	14.6	11.1	0.3	0.9	1	0.0	0.1	3.7	0.0
- CCC(C)C12CN3CCN(CC(C)(C3)C1O)C2 (configuration not stated)
 : 6.0	0.9	-2.3	-13.7	0.3	1	1	-2.4	0.0	15.6	-0.4
- CC1=NN(c2ccccc2)C(=O)C1/C=C1\C(=O)NC(=O)N(c2cc(C)cc(C)c2)C1=O (configuration not stated)
 : -6.7	1.1	10.1	.	1.7	0.9	1.1	-12.7	-0.3	3.8	0.4
- Cc1ccc(-c2ccc(=O)n(CC(=O)N3CCC4(CC3)OCCO4)n2)cc1
 : 3.8	0.9	14.3	-18.4	0.1	0.9	1	-3.5	-0.3	2.3	-0.7
- O=C(Nc1ccc(F)cc1F)c1cccnc1Oc1cccc(C(F)(F)F)c1
 : 4.6	1	13.3	.	7.2	0.9	1	-6.4	-0.1	1.6	13.7
- CC(C)N(CC#CCC1(O)c2ccccc2-c2ccccc21)C(C)C
 : 9.0	1.1	15.8	11.7	-0.4	0.8	1	2.1	-0.3	-13.8	0.2
- Nc1nonc1OCCCCOc1nonc1N
 : -6.8	0.9	11.2	-6.4	1.9	0.9	1	0.6	-0.1	0.4	0.1
- COC(=O)C1=C(C)OC(N)=C(C#N)C12C(=O)Nc1ccccc12 (configuration not stated)
 : 16.3	.	.	-9.6	0.6	.	.	-3.7	-0.3	15.5	-0.4

# High-throughput results (PubChem BioAssay)
